High-throughput results as filed in PubChem.
LYPLA2 counter: counter-screen for PME1 inhibitors: inhibitors of human LYPLA2 | 320,000 tested, 0.38% active | recombinant LYPLA2, FP-Rh probe fluorescence polarization | inhibition, % at 5.9 µM;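 active = inhibition above the screen-wide mean plus 3 SD, limit set per campaign, cut at about 26% in these data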;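 note: 0% = LYPLA2 with DMSO and 100% = wells lacking LYPLA2 enzyme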
Target sequence (O95372 whole entry, looked up): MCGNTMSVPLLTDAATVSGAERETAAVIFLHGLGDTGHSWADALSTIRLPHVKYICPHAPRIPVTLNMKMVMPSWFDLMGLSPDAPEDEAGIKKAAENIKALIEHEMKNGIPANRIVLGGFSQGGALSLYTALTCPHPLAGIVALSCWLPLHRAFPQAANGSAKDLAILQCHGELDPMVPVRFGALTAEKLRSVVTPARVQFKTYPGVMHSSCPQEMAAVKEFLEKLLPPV
PAD4 inh: blocks human protein arginine deiminase 4; Q9UM07; 330,000 tested, 0.41% active; AID 485272; recombinant PAD4, RCA probe fluorescence polarization; inhibition, % at 6.36 µM;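 active = percent inhibition above a cutoff equal to the mean of all tested compounds plus 3 SD, cut at about 15% in these data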;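 note: 0% = PAD4 with RCA probe and DMSO and 100% = probe without PAD4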
Target sequence (Q9UM07 whole entry, looked up): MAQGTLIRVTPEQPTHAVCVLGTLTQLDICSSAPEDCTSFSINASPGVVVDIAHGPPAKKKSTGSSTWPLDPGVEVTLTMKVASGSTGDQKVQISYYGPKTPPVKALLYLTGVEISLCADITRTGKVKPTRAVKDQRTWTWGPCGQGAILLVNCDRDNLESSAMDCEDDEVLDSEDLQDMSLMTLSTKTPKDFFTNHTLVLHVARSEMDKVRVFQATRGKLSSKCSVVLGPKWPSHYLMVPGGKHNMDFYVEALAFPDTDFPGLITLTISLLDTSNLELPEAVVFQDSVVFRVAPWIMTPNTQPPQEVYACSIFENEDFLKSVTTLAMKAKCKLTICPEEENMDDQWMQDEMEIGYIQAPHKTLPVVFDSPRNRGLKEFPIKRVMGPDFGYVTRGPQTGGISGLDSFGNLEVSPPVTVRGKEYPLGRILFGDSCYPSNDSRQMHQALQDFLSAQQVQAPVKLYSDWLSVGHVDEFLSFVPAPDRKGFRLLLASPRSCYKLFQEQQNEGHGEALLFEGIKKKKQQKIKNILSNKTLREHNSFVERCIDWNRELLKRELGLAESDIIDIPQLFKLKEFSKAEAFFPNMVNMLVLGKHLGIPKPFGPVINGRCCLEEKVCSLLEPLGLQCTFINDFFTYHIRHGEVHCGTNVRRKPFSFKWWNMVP
pPAFAH FP inh: inhibitors of human plasma PAF acetylhydrolase (pPAFAH). Q13093. recombinant pPAFAH, FP-rhodamine probe fluorescence polarization. inhibition, % at 3.39 µM. 330,000 tested, 1.5% active;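 active = inhibition above the mean inhibition across the screen plus 3 SD, cut at about 25% in these data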;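 note: inhibitors block binding of the rhodamine activity-based probe so polarization drops; 0% = enzyme with DMSO and 100% = wells lacking pPAFAH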
LYPLA1 inh: LYPLA1 (human) inhibition in PME1 counter-screen | O75608 | recombinant LYPLA1, FP-Rh probe fluorescence polarization | inhibition, % at 5.9 µM | 320,000 tested, 0.16% active | AID 2174;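 active = inhibition above the mean of all tested compounds plus 3 SD, set per campaign, cut at about 14% in these data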;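 note: inhibitors block serine hydrolase probe labeling of LYPLA1 so polarization falls; 0% = enzyme with DMSO and 100% = wells lacking LYPLA1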
GSTO1 inh: GSTO1 inhibition, counter-screen for RBBP9 inhibitors; inhibition, % at 5.96 µM; P78417; recombinant GSTO1, activity-based probe fluorescence polarization; AID 1974; 300,000 tested, 1.1% active;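 active = inhibition above the campaign mean inhibition plus 3 SD, cut at about 35% in these data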;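 note: 0% = GSTO1-1 with DMSO and 100% = wells lacking GSTO1-1 enzyme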
PAFAH1B2 FP inh: inhibitors of human PAFAH1B2; P68402; recombinant PAFAH1B2, FP-rhodamine activity probe, fluorescence polarization; inhibition, % at 3.39 µM; 340,000 tested, 1.2% active;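 active = inhibition above the mean of all tested compounds plus 3 SD, cut at about 24% in these data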;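 note: 0% = enzyme with DMSO and 100% = wells lacking PAFAH1B2; many of its hits are not listed in these tables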
Target sequence (P68402 whole entry, looked up): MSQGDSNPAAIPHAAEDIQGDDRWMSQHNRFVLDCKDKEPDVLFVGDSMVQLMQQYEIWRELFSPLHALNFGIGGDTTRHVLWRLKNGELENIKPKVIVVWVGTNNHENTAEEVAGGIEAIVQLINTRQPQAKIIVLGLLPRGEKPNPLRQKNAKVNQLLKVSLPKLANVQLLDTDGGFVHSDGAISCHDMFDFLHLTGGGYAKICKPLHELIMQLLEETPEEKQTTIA
PAFAH1B3 inh: PAFAH1B3 (human) inhibition. inhibition, % at 3.39 µM. 340,000 tested, 0.28% active. AID 492972. Q15102. recombinant PAFAH1B3, FP-rhodamine probe, fluorescence polarization;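 active = inhibition above the screen-wide average of all tested compounds plus 3 SD, cut at about 25% in these data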;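 note: 0% = enzyme with DMSO only and 100% = wells lacking PAFAH1B3 protein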
PME-1 inh: PME-1 (human) inhibition; recombinant PME-1, FP-Rh probe fluorescence polarization; inhibition, % at 5.9 µM; 320,000 tested, 0.53% active;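 active = inhibition above the campaign mean of all compounds plus 3 SD, cut at about 26% in these data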;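 note: competitive labeling of PME-1 active site by serine hydrolase directed probe; 0% = PME-1 with DMSO and 100% = wells lacking PME-1 enzyme; inhibitors block probe labeling so polarization falls and inhibition rises; many of its hits are not listed in these tables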
PAFAH2 FP inh: inhibitors of human PAFAH2; Q99487; inhibition, % at 3.39 µM; recombinant PAFAH2, FP-rhodamine activity probe, fluorescence polarization; 340,000 tested, 0.99% active;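 active = inhibition above the mean over all tested compounds plus 3 SD, cut at about 30% in these data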;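 note: inhibitors block probe labeling of enzyme so polarization drops; 0% = enzyme with DMSO and 100% = wells lacking PAFAH2 protein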
Active calls of the source: *; nt = no result given; & = joins results of further samples. These rows are one share of the data; the hit share may differ from the screen's.

SMILES	LYPLA2 counter	PAD4 inh	pPAFAH FP inh	LYPLA1 inh	GSTO1 inh	PAFAH1B2 FP inh	PAFAH1B3 inh	PME-1 inh	PAFAH2 FP inh
O=c1[nH]c(CSc2nnc(Cc3ccccc3)o2)nc2ccccc12	-7	-5	2	-1	-1	7	7	5	12
COc1cccc(/C=C2\SC(=S)N(CCCC(=O)N3CCCCC3CCO)C2=O)c1 (stereo not given)	-1	-3	14	0	-8	1	3	-5	-7
CC1(c2cccc(Br)c2)NC(=O)N(CC(=O)N2CCN(C(=O)c3ccco3)CC2)C1=O (stereo not given)	14	0	1	3	nt	7	5	2	0
COC(=O)C1=C(N)Oc2cc(C)n(C)c(=O)c2C1c1ccc(Cl)c(Cl)c1 (stereo not given)	-1	-5	-4	-1	0	-3	13	-1	11
Cc1ccc(/C=N\NC(=O)C2CC(=O)N(c3ccccc3)C2)o1 (stereo not given)	-1	-4	1	-2	3	nt	nt	-6	nt
CC(C)c1nnc(SCC(=O)NCc2ccco2)n1C	3	4	3	2	6	-4	5	-2	0
CCOC(=O)C1CCCN(C(=O)C2CCN(S(=O)(=O)CC)CC2)C1 (stereo not given)	2	-3	6	-1	-3	-1	4	1	-3
NS(=O)(=O)c1ccc(CCNC(=O)CN2C(=O)NC(c3ccccc3)(c3ccccc3)C2=O)cc1	nt	-4	1	nt	nt	-1	7	nt	-7
COc1ccc(-n2c(SCC(=O)N3CCN(c4ccccc4)CC3)nc3c(c2=O)SCC3)cc1	8	-5	5	4	5	0	-8	1	2
Cc1c(C(=O)N(Cc2ccccc2)C2CCS(=O)(=O)C2)oc2ccccc12 (stereo not given)	3	1	3	-1	-3	7	-3	1	1
COc1ccc(C(=O)NC(=S)NNC(=O)c2ccccc2C)cc1	-6	-5	3	-1	3	6	2	-5	5
Cc1nc2nc(CSc3nnc(C)s3)cc(=O)n2[nH]1	3	-6	0	-1	1	0&-3	3&-1	4	-2&6
CCOC(=O)Cc1nn(Cc2ccccc2)c(=O)c2ccccc12	4	-5	-1	-1	0	1	-1	0	0
N#CC1=C(N)C(C#N)(C#N)C(c2cccnc2)C2CCCC=C12 (stereo not given)	2	-1	10	5	9	nt	nt	9	nt
O=C1C=CC(=O)N1c1ccc(Sc2ccc([N+](=O)[O-])cc2)cc1	2	0	7	-1	-5	nt	nt	-4	nt
C/C(=N\NC(=O)c1nnn(-c2nonc2N)c1CN1CCOCC1)c1ccc(CC(C)C)cc1	5	-2	6	2	3	2	5	3	3
O=C(COc1cccnc1[N+](=O)[O-])Nc1cc(Cl)ccc1Cl	nt	-3	-3	nt	nt	2	-1	nt	3
CC(C)Oc1ccc2c(c1)OC(c1ccccc1)(C(F)(F)F)NC2=O (stereo not given)	-3	-3	0	-4	8	2	5	1	9
CCC(=O)c1ccc(OCC(=O)Nc2nc(C)cs2)cc1	nt	-3	4	nt	nt	3	4	nt	0
O=C(CN1CCC(NC(=O)Cc2ccccc2)CC1)Nc1cccc2ccccc12	-7	4	-2	-3	2	4	3	-2	2
Cc1ccccc1NC(=O)NCCN1C(=O)C2C3C=CC(C3)C2C1=O (stereo not given)	5	1	-1	1	0	-7	9	5	-5
O=C(O)CCCC(=O)Nc1ccc(Cl)c(Cl)c1	6	-2	2	0	-4	-5	4	-2	6
COc1ccc(CCNC(=O)CCc2ccc(S(=O)(=O)NCC(C)C)cc2)cc1	-5	-1	15	1	0	-3	3	4	-5
CC(=O)c1c(C)nc(-c2ccc(Cl)cc2)nc1N	-2	-6	5	1	7	-1	3	-3	-2
CC1CCN(c2oc(-c3ccccc3Cl)nc2C#N)CC1	7	-4	6	0	-6	-2	4	-8	-8

The list goes on (2 carried over from the part before).
SMILES	LYPLA2 counter	PAD4 inh	pPAFAH FP inh	LYPLA1 inh	GSTO1 inh	PAFAH1B2 FP inh	PAFAH1B3 inh	PME-1 inh	PAFAH2 FP inh
CC(=O)c1c(C)nc(-c2ccc(Cl)cc2)nc1N	-2	-6	5	1	7	-1	3	-3	-2
CC1CCN(c2oc(-c3ccccc3Cl)nc2C#N)CC1	7	-4	6	0	-6	-2	4	-8	-8
Cc1cc2c3c([nH]c2cc1S(=O)(=O)N1CCC2(CC1)OCCO2)CC(C)(C)CC3=O	2	3	-3	-4	-4	0	-1	4	1
Cc1cc(NC(=O)c2cnn3c(C(F)(F)F)cc(-c4ccc(Br)cc4)nc23)no1	-3	-4	4	-3	-5	4	4	7	-3
CCC(C)(C(=O)NC1CCCC1)N(C(=O)c1cnccn1)c1ccccc1 (stereo not given)	8	4	-2	2	8	3	1	2	2
CC(=O)Nc1ccc(S(=O)(=O)N2CCN(CCN3CCOCC3)CC2)cc1Cl	5	-7	-2	0	-9	7	2	3	2
CCC1(CC)NC(=O)N(CC(=O)OC(C)C(=O)Nc2ccc(Cl)cn2)C1=O (stereo not given)	2	-2	0	-1	-6	2	2	-1	-1
CCOC(=O)c1ccc(NC(=O)COc2cc(=O)n(CC)c3ccccc23)cc1	1	3	-5	-1	10	-2	8	-4	0
Cc1cc(C)c2nc(NC(=O)C3CC(=O)N(Cc4ccco4)C3)sc2c1 (stereo not given)	-4	7	4	-4	-8	-3	7	5	1
O=C(N/N=C/c1ccc2cccnc2c1)c1ccco1	2	6	1	6	0	3	13	1	2
Cc1c(S(=O)(=O)N2CCCC2)c(=O)n(C)c(=O)n1C	-1	-3	8	1	0	3	-1	0	3
Cn1ccnc1SCCC#N	11	-1	2	1	4	2	0	1	8
COc1ccccc1N1CCN(/N=C\c2ccc(C)o2)CC1	9	-1	4	0	3	8	-1	2	3
Cc1cccc(NC(=O)CCSc2ccccc2)c1C	0	8	-1	-3	20	7	1	-7	10
COc1cccc(NC(=O)CCc2ccccc2)c1	2	-2	4	-2	6	4	-1	-2	2
Cc1cc(C(C)(C)C)oc1C(=O)N(CC(=O)NC1CCCC1)Cc1ccccc1	-3	-4	-7	1	4	11	-2	-5	6
COc1ccc(-c2csc(Nc3ccc(S(N)(=O)=O)cc3)n2)cc1OC	6	0	17	1	-2	2	4	-6	19
Cc1nc(NC(=O)C2CC2)sc1C(=O)N1CCCCC1	-3	0	5	-2	-4	-1	-7	3	8
CCOC(=O)c1c(-c2ccccc2)csc1NC(=O)c1nn(CC)cc1Br	-14	1	-3	-9	-2	-6	-3	-15	-10
CCc1ccc(C(C(=O)NC2CCCC2)N(CCOC)C(=O)CCC(=O)Nc2cc(C)on2)cc1 (stereo not given)	-1	0	-3	0	4	2	7	2	6
CC(=O)N1CCOc2ccc(S(=O)(=O)NC[C@H]3O[C@@H](n4cnc5c(N)ncnc54)[C@H](O)[C@@H]3O)cc21	nt	-1	7	nt	nt	4	5	nt	-4
O=S(=O)(c1ccc2nc(COc3ccccc3)[nH]c2c1)N1CCOCC1	3	1	6	3	-2	9	9	0	-5
COc1ccc(NC(=O)Nc2ccc(Cc3ccncc3)cc2)cc1OC	4	-1	2	1	3	5	4	10	-1
Nc1c(C(=O)Nc2ccccc2)sc2nc(-c3cccnc3)ccc12	-4	-4	-2	-1	6	nt	nt	14	nt
COc1ccc(OCC(=O)N/N=C2\CCCCc3ccccc32)cc1	-3	4	1	2	2	-3	3	1	2
CCOC(=O)c1sc(NC(=O)CSc2nc3c(c(-c4ccc(OC)cc4)c2C#N)CCCC3)c(C#N)c1C	-7	1	-3	1	0	5	2	-1	-1
O=C(/C=C/c1ccccc1)NCC(=O)N/N=C/c1ccco1	-4	0	-4	-5	2	0	16	5	4
Next entries:
SMILES	LYPLA2 counter	PAD4 inh	pPAFAH FP inh	LYPLA1 inh	GSTO1 inh	PAFAH1B2 FP inh	PAFAH1B3 inh	PME-1 inh	PAFAH2 FP inh
Cc1ccccc1N1C(=O)c2ccccc2C1O (stereo not given)	-8	-2	-7	-2	0	-2	4	8	-2
CCN1CCN(c2ccc(NC(=O)c3cc4ccccc4cc3OC)cc2C)CC1	-2	-3	5	1	nt	1	11	12	-12
O=C(Cn1c(NCCO)nc2ccccc21)N1CCN(Cc2ccccc2)CC1	-2	0	7	2	-2	2	6	7	-2
COc1ccccc1NC(=S)NNC(=O)c1nn(C)cc1Cl	12	0	1	4	3	2	3	6	2
O=P(c1ccccc1)(c1ccccc1)C(O)c1ccco1 (stereo not given)	-3	3	-6	0	1	11	0	-2	0
Cc1ccc2nc(NCC(=O)O)nc(-c3ccccc3)c2c1	9	-1	1	-2	3	-2	-5	4	3
Cc1onc(-c2c(F)cccc2Cl)c1C(=O)N(C)CCc1ccccn1	-6	7	-5	1	10	3	2	-4	-9
COc1ccc2cc(/C(C)=N/NC(=S)Nc3cc(S(=O)(=O)N4CCOCC4)ccc3N3CCOCC3)ccc2c1	-7	-1	8	-6	-17	nt	nt	-6	nt
COc1cc(-c2nc3c[n+](CC(=O)c4ccccc4)ccc3n2C)cc(OC)c1OC	-1	4	1	0	2	-4	8	7	5
COc1ccc(/C(C)=N/OC/C(O)=C(\C#N)c2nc3ccccc3[nH]2)c(OC)c1	4	3	6	-1	37*	0	7	-1	-5
Cc1ccc(CN(C)C(=O)c2cc(COc3ccc(F)cc3Cl)on2)o1	9	-3	-4	1	5	4	2	1	0
Cc1[nH]cnc1C(=O)N/N=C/c1ccc([N+](=O)[O-])s1	-1	-4	8	3	31	-1	1	3	1
C[C@@H]1CN([C@@H](C)CO)C(=O)c2cccc(NS(=O)(=O)c3cccs3)c2O[C@H]1CN(C)Cc1ccc(C(F)(F)F)cc1	nt	-1	2	nt	nt	6	0	nt	7
CCOC(=O)/C=c1\s/c(=C(\C#N)C(N)=O)n(-c2ccccc2)c1=O	7	-8	1	4	4	4	9	2	-2
Cc1cccc(C)c1NC(=O)CN(C)CC(=O)Nc1ccc(F)c(Cl)c1	-6	-6	0	-3	7	0	-7	-4	-1
COc1c2ccoc2nc2c(OC)c(OC[C@@H](O)C(C)(C)O)ccc12	-2	1	1	1	3	3	3	3	-5
Cc1nc2cc(C(=O)OCC(=O)NC3CCS(=O)(=O)C3)ccc2n1-c1ccccc1 (stereo not given)	-1	0	9	0	4	4	2	-1	-5
CCC(C)NC(=O)CSc1ncnc2sccc12 (stereo not given)	-2	-3	4	-1	-1	1	3	-4	5
CS(=O)(=O)c1ccc(-c2nn[nH]n2)cc1	3	-3	4	-1	-1	7	6	-4	-2
Cc1ccccc1NC1=NC(=S)N(c2ccccc2)C12CCOC(C)(C)C2 (stereo not given)	2	2	4	0	1	8	2	-5	-2
O=C(NNC(=S)Nc1ccc(F)c(Cl)c1)c1ccccc1Br	4	0	8	-2	-10	5	4	-5	15
O=C(Nc1ccc2[nH]ncc2c1)c1ccccc1Br	-4	-1	3	0	-1	-1	8	-3	-1
CCc1nn2c(=O)cc(COc3cccc(NC(=O)c4ccco4)c3)nc2s1	6	-4	0	2	7	2	2	-4	2
COc1cc(/C=C(/C#N)C(=O)c2c(C)[nH]c3ccccc23)ccc1OCC#N	-2	-3	13	0	2	0	0	8	-2
O=C(CSc1n[nH]c(-c2ccco2)n1)Nc1ccccc1Cl	3	2	1	3	3	4	6	-1	-2
CNc1ccccc1-n1ccc(-c2ccccc2)n1	-2	5	4	0	-1	1	-5	6	-8
CCc1ccc(NC(=O)CSc2nnc(COc3ccc4c(c3)CCCC4)o2)cc1	4	2	1	2	0	3	8	1	3
Cc1ccc(OCc2n[nH]c(=S)n2C2CCCCC2)cc1	-1	-1	-2	3	1	8	-1	3	4
CC1CN(C(=O)c2ccc(COc3ccccc3Br)o2)CC(C)O1 (stereo not given)	6	3	5	2	5	-1	-3	6	0
CN1CCN(C(=O)c2cn(-c3ccccc3)nc2-c2cccs2)CC1	0	2	4	-1	4	5	6	0	0
